Source: PubChem (National Center for Advancing Translational Sciences (NCATS))
TGFb inhibitor – TGF-b pathway inhibition; HepG2 CAGA-GFP TGF-b/SMAD3 reporter, GFP fluorescence, 18 h; TGF-beta stimulated, 500 pg/mL final; Potency, µM (series often up to 46.1 µM), without a hit: at the top dose activity, negative = inhibition, usual class: inhibitors; AID 588855; 1.2% of 410,000 active; also: potency is read from the fitted curve at half-maximal effect; % is scaled to controls: 0 for no effect and ±100 for the full control effect; nearly all actives have a fitted effect of over 65% in size
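Inhibition of TGF-beta-driven CAGA-GFP reporter expression in HEPG2 cells is measured by cellular GFP fluorescence after 18 h stimulation with 500 pg/mL recombinant TGF-beta in 1% FBS medium at 37 degrees C.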
EPAC2 ag – agonists of human EPAC2 (RAPGEF4) | 0.079% of 360,000 active | Potency, µM (doses to about 154 µM), without a hit: at the highest dose activation, actives largely listed as activators | Q8WZA2 | EPAC2 activation, biochemical qHTS; response scale: 100% = 6.5 mM cAMP response; also: potency is read from the fitted curve at half-maximal effect; nearly all actives have a fitted effect of over 50% in size
Target sequence (Q8WZA2 whole entry, looked up): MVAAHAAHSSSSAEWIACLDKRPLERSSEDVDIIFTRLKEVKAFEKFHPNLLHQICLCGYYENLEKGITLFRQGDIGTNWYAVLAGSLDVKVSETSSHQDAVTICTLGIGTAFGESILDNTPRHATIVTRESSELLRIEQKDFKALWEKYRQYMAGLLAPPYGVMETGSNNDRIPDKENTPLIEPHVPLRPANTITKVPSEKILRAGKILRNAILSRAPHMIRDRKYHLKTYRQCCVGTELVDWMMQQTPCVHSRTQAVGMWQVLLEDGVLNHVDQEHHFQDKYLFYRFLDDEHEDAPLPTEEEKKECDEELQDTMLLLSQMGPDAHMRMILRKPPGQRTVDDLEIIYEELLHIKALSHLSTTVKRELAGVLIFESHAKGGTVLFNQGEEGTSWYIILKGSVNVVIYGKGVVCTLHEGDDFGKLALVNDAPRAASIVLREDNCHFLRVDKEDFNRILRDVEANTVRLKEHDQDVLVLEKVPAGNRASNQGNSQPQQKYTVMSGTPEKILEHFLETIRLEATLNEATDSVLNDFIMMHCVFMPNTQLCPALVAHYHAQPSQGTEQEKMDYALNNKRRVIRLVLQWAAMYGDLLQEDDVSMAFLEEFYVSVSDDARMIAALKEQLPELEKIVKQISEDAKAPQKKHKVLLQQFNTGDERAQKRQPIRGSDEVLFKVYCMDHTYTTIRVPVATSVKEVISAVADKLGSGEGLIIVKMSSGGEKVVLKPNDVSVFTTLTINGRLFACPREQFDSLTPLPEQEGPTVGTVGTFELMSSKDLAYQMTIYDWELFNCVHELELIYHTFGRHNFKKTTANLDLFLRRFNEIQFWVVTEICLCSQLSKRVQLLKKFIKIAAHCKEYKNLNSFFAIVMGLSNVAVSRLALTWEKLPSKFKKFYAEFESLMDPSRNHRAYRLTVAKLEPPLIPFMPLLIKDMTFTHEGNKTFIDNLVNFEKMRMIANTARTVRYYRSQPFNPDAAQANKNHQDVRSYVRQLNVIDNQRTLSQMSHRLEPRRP
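EPAC2 (100 nM) mixed with Rap1B loaded with BODIPY-GDP (250 nM) plus 50 uM unlabeled GDP; compounds pinned in, 5 min RT, then read every 5 min for 30 min (ex 480, em 540 nm). Normalized to cAMP control.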
Nrf2 activator – Nrf2 pathway activation | Potency, µM (top dose mostly 46.1 µM), for the others: top-dose activation, usual class: activators | AREc32 ARE-luciferase reporter (MCF7-derived line), luminescence, 24 h | 0.31% of 410,000 active; also: potency is read from the fitted curve at half-maximal effect; % of control where 0% means no effect; nearly all actives have a fitted effect of over 65% in size
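ARE activation measured as luciferase luminescence (Steady-Glo, 30 min RT) in AREc32_Fluc cells after 24 hr compound exposure at 37 deg C, 5% CO2; cells seeded overnight at 1000/well in OPTI-MEM, 5% FBS.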
IL-2 act – activates IL-2 in a cell-based reporter assay; activation, % (series mostly up to about 46 µM); IL-2 activation reporter assay, cell-based qHTS; stimulated with anti-CD3/CD4/CD28 beads; in transgenic mouse T cells; 0.065% of 360,000 active; in the data active = activation above about 50%; inconclusive = mostly about 30% to 49%; also: 0% is about no effect
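Readout is EGFP and DsRed signal by fluorescent plate cytometry after 18 h at 37 degrees C. Transgenic mouse T cells (750/well) received compound for 60 min before bead stimulation (anti-CD3, anti-CD4, anti-CD28); memory T cells served as non-tolerant control.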
Nrf2 inh – inhibitors of Nrf2 signaling | Potency, µM (series often up to 46 µM), inactives show top-dose activity change, negative = inhibition, actives largely listed as inhibitors | A549 ARE-Fluc reporter, luciferase luminescence, 18-24 h | AID 504444 | 2.1% of 360,000 active; also: potency is read from the fitted curve at half-maximal effect; % is scaled to controls: 0 for no effect and ±100 for the full control effect; nearly all actives have a fitted effect of over 60% in size
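Nrf2 function is reported as luminescence of an ARE-controlled luciferase in A549 cells. Compounds were tested at several concentrations, and a CellTiter-Fluor read on the same wells flagged cytotoxicity.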
HepG2 viability – kills HepG2 cells in TGF-b inhibitor counter-screen | HepG2 CAGA-GFP viability, ATP luminescence, 18 h | Potency, µM (doses to about 46.1 µM), for the others: at the highest dose activity change, negative = cytotoxicity, usual class: cytotoxic | 0.76% of 410,000 active | AID 588856; also: potency is read from the fitted curve at half-maximal effect; some results filed as inactive show a strong effect at the top dose
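HepG2 CAGA-GFP cells (1000/well, DMEM with 1% FBS) received compound, then TGF-beta at 500 pg/mL final, and were incubated 18 hours at 37 degrees C. Viability was read by CellTiter-Glo luminescence. Media-only wells were set as complete cell-killing and DMSO as no toxicity.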
ATXN viability – cell viability loss in ATXN counter-screen; S2 cells (HEK-293 line with an ATXN2-luciferase reporter) viability, CellTiter-Fluor protease fluorescence, 24 h; Potency, µM (top dose mostly 56.7 µM), hits mostly cytotoxic; 0.49% of 400,000 active; AID 651635; also: potency is read from the fitted curve at half-maximal effect; nearly all actives have a fitted effect of over 40% in size
ATXN2 expr inh – ATXN2 expression inhibition; HEK-293 ATXN2-luciferase reporter, luminescence, 24 h; Potency, µM (top dose mostly 57 µM), for inactives: at the top dose activity change, negative = inhibition, most hits filed as inhibitors; 0.72% of 360,000 active; also: potency is read from the fitted curve at half-maximal effect; % is scaled to controls: 0 for no effect and ±100 for the full control effect; nearly all actives have a fitted effect of over 55% in size
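qHTS (up to 57 uM final) was run with 24 h compound exposure of reporter cells at 37 °C. Each well was multiplexed: SteadyGlo luminescence measured ATXN2-luciferase expression after a fluorogenic Gly-Phe-AFC viability readout (25 uM final).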
A549 tox – A549 cytotoxicity, counter-screen for Nrf2 inhibitors. A549 ARE-Fluc cells, CellTiter-Fluor viability, 18-24 h. Potency, µM (titrated, usually from 46 µM), for inactives: at the top dose activity change, negative = cytotoxicity, actives largely listed as inhibitors. 0.16% of 390,000 active; also: potency is read from the fitted curve at half-maximal effect; % is scaled to controls: 0 for no effect and ±100 for the full control effect
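Cytotoxicity counterscreen: CellTiter-Fluor fluorescence was measured in A549 ARE_Fluc cells after 18-24 h of compound exposure in a concentration series. The subsequent BugLite luminescent read reports ARE-luciferase activity.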
The depositor's hits bear a star; i = inactive; u = inconclusive; x = no result given; & = joins results of further samples; [ ] = another dose, or the depositor's remark. Unless noted, calls follow the shape of the dose curve; as a rule, active = well fitted curve in the direction sought with a large enough effect; inconclusive = small, poorly fitted or top-dose-only effect, or another doubt; inactive = no such curve, though single readings can be large; an effect the other way counts as inactive or inconclusive.

SMILES	TGFb inhibitor	EPAC2 ag	Nrf2 activator	IL-2 act	Nrf2 inh	HepG2 viability	ATXN viability	ATXN2 expr inh	A549 tox
O=C(CCCc1ccccc1)Nc1ccc(Br)cc1F	-0.1%	7.8%	4.1%	-1.0	1.8%	-6.8%	i	42.0%[activator]	-0.3%
CCCN1Cc2cccc(C(=O)Nc3ccc(CN4CCCC4)cc3)c2C1=O	-3.3%	17.5%	0.0%	-4.0	7.7%	-4.4%	i	3.1%	-9.0%
COc1cc(OC)cc(C(=O)NCCCn2ccnc2)c1	8.8%	2.9%	-0.2%	-1.9	9.9%	-13.7%	i	4.9%	2.4%
O=C(CCn1ccc2cc(S(=O)(=O)N3CCCC3)ccc21)NCc1cccc(Br)c1	-4.7%	x	6.6%	x	-5.4%	-1.6%	i	-7.9%	-2.4%
COc1ccc(C(=O)NC(C)c2nc3ccccc3[nH]2)cc1OC (stereo not given)	7.3%	2.4%	-0.9%	0.6	-31.1%	5.3%	i	7.3%	2.8%
NC(=O)c1ccc(NC(=O)Cn2c(=O)n(-c3ccccc3)c(=O)c3oc4ccccc4c32)cc1	-1.2%	-6.2%	-0.5%	1.7	0.8%	-12.7%	i	3.8%	-3.7%
Cc1ccc(C)c2[nH]c(=O)c(CN(CCN3CCCC3)C(=O)Nc3ccc(F)cc3)cc12	u	-16.8%	6.6%	0.6	29.0%	-23.6%	u	-28.8%	-5.7%
Cc1ccc(S(=O)(=O)c2nnn3c2nc(NCCCN2CCCC2=O)c2ccccc23)cc1C	0.4%	3.9%	-0.1%	0.1	u	-15.3%	i	-20.2%	-14.0%
O=C(NCCCN1CCc2ccccc2C1)Nc1ccc(Br)cc1	-0.4%	15.4%	9.5%	1.3	24.4%	-48.3%	i	13.0%	11.8%
C=CCN(CC(=O)c1sc(C(=O)OCC)nc1C)c1cccc(Br)c1	-7.6%	4.2%	3.2%	-0.4	5.6%	-1.8%	i	5.1%	10.2%
C/C(CC(=O)NCc1ccco1)=N\NC(=O)Cc1ccccc1	-0.9%	2.9%	-0.4%	-0.7	11.0%	0.3%	i	2.0%	-3.1%
COC(=O)c1ccc(C(C2C(=O)CC(C)(C)CC2=O)C2C(=O)CC(C)(C)CC2=O)cc1	-25.7%	-1.9%	-0.8%	0.9	1.4%	8.5%	i	-20.7%	-7.3%
NC(=O)CC(NC(=O)c1ccccc1)c1ccc(N2CCN(c3ccccc3)CC2)c([N+](=O)[O-])c1 (stereo not given)	-35.0%	-0.4%	-0.7%	-1.5	u	-11.0%	u	-30.2%	-4.8%
CN1CCN(S(=O)(=O)c2cccc(C(=O)N(c3ccccn3)C3CCCCC3)c2)CC1	-8.3%	-4.5%	0.0%	-0.2	-0.3%	-4.5%	i	0.3%	0.3%
O=C(NC1=NCCS1)c1sc2ccccc2c1Cl	2.5%	4.6%	14.2%	0.0	u	-13.5%	i	101.8%[activator]	4.5%
Cc1cc(C)cc(NC(=O)c2cn3c4c(ccc(Cl)c4c2=O)OC(C)C3)c1 (stereo not given)	1.3%	x	2.6%	x	u	-16.3%	i	-4.4%	8.1%
Cc1noc(C)c1CSCC(=O)N1CCN(c2ccc(F)cc2)CC1	-11.2%	-8.3%	0.3%	0.4	u	-7.0%	i	-18.3%	12.4%
CCc1ccc(NC(=S)N(CCN2CCOCC2)Cc2ccccc2F)cc1	2.9%	6.1%	-0.5%	0.7	-29.6%	-7.1%	i	x	-4.7%
Cc1c(C(=O)OCC(=O)Nc2c(C)n(C)n(-c3ccccc3)c2=O)oc2ccccc12	-14.3%	1.7%	-0.4%	2.7	1.3%	4.2%	i	-31.1%[11.3 µM]	4.6%
Cc1cc(C)c2c(SC(C)C)nc(N)nc2n1	5.6%	-1.8%	-0.3%	-1.5	-12.4%	1.0%	i	x	1.7%
O=C(Cn1nnc(-c2cccc(C(F)(F)F)c2)n1)NCc1ccc(F)cc1	-6.0%	x	-0.1%	x	-4.4%	-3.2%	i	4.5%	2.5%
CCC(C)Sc1nc2c([nH]c3ccccc32)c(=O)n1C (stereo not given)	-0.6%&-0.8%	-0.1%	1.0%&13.0%	0.3	-6.2%	4.8%&-4.2%	i	3.2%	-5.4%&1.7%
O=C(Nc1ccc(F)cc1)C1CCN(S(=O)(=O)c2cccs2)CC1	-23.3%	-2.7%	0.4%	-0.9	u	-6.6%	i	x	-4.1%
CN(CCO)S(=O)(=O)c1ccc2c(c1)C(=NN)c1cc(S(=O)(=O)N(C)CCO)ccc1-2	-7.2%	3.3%	-0.2%	-2.2	1.6%	0.7%	i	-3.6%	-0.3%
Cc1cc(C)n(S(=O)(=O)/C=C/c2ccccc2)n1	7.0%	3.1%	3.16µM*	-3.6	9.2µM*	2.9%	i	-0.6%	u
(continued)
SMILES	TGFb inhibitor	EPAC2 ag	Nrf2 activator	IL-2 act	Nrf2 inh	HepG2 viability	ATXN viability	ATXN2 expr inh	A549 tox
CCn1c(COc2ccccc2C)nnc1SCC(=O)NCc1ccccc1	u	6.8%	-0.3%	-1.8	0.7%	-17.6%	i	-12.8%	-4.8%
COc1ccccc1-c1sc2ccccc2c1-c1ccc(O)cc1	11.2µM*	12.1%	0.5%	-0.6	-2.0%	-36.6%	i	0.1%	-3.1%
O=C(Nc1ccccc1SCC1CSc2nc3ccccc3c(=O)n21)c1ccccc1Cl (stereo not given)	4.6%	0.2%	2.8%	0.5	u	-9.8%	i	36.3%	-14.8%
Cc1cc(C)nc(NS(=O)(=O)c2ccc(NC(=O)C3CC(=O)N(c4ccccc4)C3)cc2)n1 (stereo not given)	0.6%	-1.7%	-0.5%	-1.3	2.3%	2.0%	i	7.3%	-5.3%
COc1ccc(S(=O)(=O)N2CCCOC2CNC(=O)C(=O)NCc2ccncc2)cc1 (stereo not given)	6.7%	1.9%	-0.3%	-2.3	4.8%	3.3%	u	2.6%	-3.5%
Cc1cccc2c(C(=O)Nn3cnnc3)cc(-c3ccccc3Cl)nc12	12.2%	9.6%	0.0%	0.0	0.7%	7.8%	i	-7.1%	0.3%
Cc1cc(S(=O)(=O)Nc2cccc(C(=O)O)c2)c(C)c(S(=O)(=O)c2ccccc2)c1	-5.9%	x	2.4%	x	-19.0%	8.8%	i	9.2%	6.1%
COCCNC(=O)c1cc2oc3ccccc3c2n1C	0.4%	0.2%	2.5%	-3.5	4.6%	-9.9%	i	31.9%[activator]	4.8%
O=C(Nc1ccc(C(=O)OCc2cc(=O)n3c4c(sc3n2)CCCC4)cc1)c1ccccc1	u	x	-0.5%	x	x	0.6%	x	x	-3.9%
Cc1ccc(-c2nn(-c3cccc(F)c3)cc2CNCCc2ccncc2)o1	-21.9%	-4.6%	6.9%	-6.9	-2.4%	-25.8%	u	-14.7%	-14.2%
C[C@@H]1NS(=O)(=O)[C@H]2C[C@@H]3C=C[C@]2(O3)[C@H]1OC(=O)c1ccccc1Br	-11.9%&30.3%	8.3%	-0.1%	0.7	0.3%	-0.9%&12.8%	i	-1.3%	-3.2%
Cc1nn(CCOc2cccc(Br)c2)c(C)c1[N+](=O)[O-]	-3.4%	3.4%	-0.2%	3.9	-1.9%	18.3%	i	-11.5%	0.2%
COc1ccc(-n2c(SCC(=O)Nc3ccccc3)nc3c(c2=O)SCC3)cc1	1.1%	1.2%	0.4%	-2.6	u	8.5%	i	-0.8%	-4.0%
CCOc1cc(-c2nc3ccccn3c2NCC2CCCO2)ccc1O (stereo not given)	-17.2%	-11.0%	3.9%	-1.0	u	-2.7%	x	x	-13.3%
C=C1CCC(OC(C)=O)C2(C)CCC3C(C)C(=O)OC3C12O (stereo not given)	0.0%	16.4%	-0.2%	0.3	2.0%	2.1%	i	8.2%	-3.6%
CC(=O)NC(=S)Nc1sc2c(c1C(N)=O)CCC(C)C2 (stereo not given)	-11.2%	6.3%	7.5%	1.1	u	-0.5%	i	x	-5.8%
O=c1c(S(=O)(=O)c2ccc(Cl)cc2)cn(Cc2ccc(F)cc2)c2ccc(F)cc12	-5.7%	x	2.9%	x	6.1%	6.3%	i	-2.1%	9.4%
CC(=O)Oc1ccc(N(C(C)=O)S(=O)(=O)c2cccs2)c2ccccc12	10µM*	5.6%	-1.8%	-2.5	5.4%	-82.3%	u	25.1µM*	-11.9%
Cc1cccc(NC(=O)c2sc3nc4c(cc3c2N)CN(C(C)C)CC4)c1	-27.6%	x	4.0%	x	16.4µM*	-23.3%	u	u	-14.4%
CC(=O)Nc1ccc(S(=O)(=O)C(C#N)c2nc3ccccc3nc2NCCN2CCOCC2)cc1 (stereo not given)	14.2%	0.0%	-0.3%	-1.1	13.5%	1.0%	u	-22.3%	-1.6%
CCCNC(=O)c1ccc(N2CCC3(CC2)CC(c2cccc(Br)c2)=NO3)c([N+](=O)[O-])c1	4.6%	-6.4%	-0.3%	-4.6	u	5.2%	i	-14.3%	-10.2%
COc1ccc(NC2=NC(=S)N(c3ccc(C)cc3)C23CCCCC3)cc1	15.3%	0.1%	-0.8%	-0.2	-2.9%	-8.8%	u	-19.1%	-3.5%
S=c1nc(SCc2ccccc2)[nH]c2ccccc12	2.1%	14.8%	4.4%	2.6	-8.1%	-12.5%	i	3.3%	1.3%
C1CCC(c2nn3c(-c4n[nH]c5c4CCC5)nnc3s2)CC1	40.3%[activator]	-6.7%	3.3%	-0.4	u	-61.4%	i	20.4%	-23.0%

Sorted by value in TGFb inhibitor (low to high): three from the list above.
smiles | TGFb inhibitor
NC(=O)CC(NC(=O)c1ccccc1)c1ccc(N2CCN(c3ccccc3)CC2)c([N+](=O)[O-])c1 (stereo not given) | -35.0%
Cc1cc(C)cc(NC(=O)c2cn3c4c(ccc(Cl)c4c2=O)OC(C)C3)c1 (stereo not given) | 1.3%
COc1ccc(NC2=NC(=S)N(c3ccc(C)cc3)C23CCCCC3)cc1 | 15.3%
